High-throughput results as filed in PubChem BioAssay.
ERG Ets-DNA blk: qHTS for Small Molecule Inhibitors of the ERG Ets/DNA interaction; Transcriptional regulator ERG (Homo sapiens), P11308; fluorescence polarization, His-ERG Ets domain / labelled DNA; Potency, µM (titrated, usually from 76.9 µM), inactives show at the highest dose FP activity, negative = inhibition, hits mostly inhibitors; 370,000 compounds, 0.028% hits; AID 624246, 2012; active means well fitted inhibition curve with a large enough effect in the polarisation, with a control signal flat; inconclusive means small, poorly fitted or top-dose-only effect, or effect the other way, or a change in a side signal; inactive means no such curve, though single readings can be large or run the other way; the % refers to the polarisation;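 further: polarization taken with two DNA probes labelled with fluorescein and Texas red; potency means the concentration at half of the fitted maximal effect; % of control where 0% means no effect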
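His-tagged ERG Ets domain (1 uM in the protein solution; 300mM KCl, 50mM Tris-HCl, 1mM EDTA, 1mM DTT, pH 7.5) received compound, then a probe mix of 5 nM fluorescein-DNA and 100nM Texas-615-DNA. Fluorescence polarization was read for both dyes.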
PI4K2A block: qHTS for small molecular inhibitors of PI4K2A; Phosphatidylinositol 4-kinase type 2-alpha (Homo sapiens), Q9BTU6; purified PI4K2A, ADP-Glo luminescence, 1 h; active compounds read low; activity change, negative = inhibition, % at 76.9 µM; 420,000 compounds, 0.13% hits; in the data active means activity change below about -50%; inconclusive means mostly about -30% to -49%;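 further: -100% = wells without enzyme as full effect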
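Compounds are screened against recombinant PI4K2A using PI as substrate and ATP, the latter dispensed at 300 microM. Reactions run one hour at ambient temperature before ADP-Glo detection; full inhibition defined by wells lacking enzyme.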
RGS4 inhibitor: Inhibitors of Regulator of G Protein Signaling (RGS) 4: qHTS. Regulator of G-protein signaling 4 (Homo sapiens), P49798. Transcreener GDP fluorescence polarization, RGS4-accelerated GTP hydrolysis. Potency, µM (series often up to 114 µM), inactives show at the top dose activity change, negative = inhibition, usual class: inhibitors. 390,000 compounds, 0.039% hits. AID 504845, 2011; further: potency means the concentration at half of the fitted maximal effect; on the % scale 0 is the no-effect control and ±100 the full control effect; nearly all actives have a fitted effect of over 75% in size; some results filed as inactive show a strong effect at the top dose
Target sequence (P49798 whole entry, looked up): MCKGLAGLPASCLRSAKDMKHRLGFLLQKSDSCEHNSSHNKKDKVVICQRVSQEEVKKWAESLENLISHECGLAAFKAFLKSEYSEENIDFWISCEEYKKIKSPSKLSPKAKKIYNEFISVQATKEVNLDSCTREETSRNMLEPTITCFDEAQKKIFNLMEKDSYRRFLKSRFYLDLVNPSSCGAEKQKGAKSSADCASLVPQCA
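MLSMR compounds (23 nl, pin-transferred) preincubated 10 min at room temperature with a 500nM (2x) first reagent, then RGS4 at 900nM (2x) plus Transcreener GDP mix added; fluorescence polarization (620/688 nm) read before and after 90 min at 30 °C.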
G9a inh: qHTS Assay for Inhibitors of Histone Lysine Methyltransferase G9a. G9a H3K9 monomethylation, AlphaScreen, 2 h. Histone-lysine N-methyltransferase EHMT2 (Homo sapiens), Q96KQ7. 350,000 compounds, 8.8% hits. AID 504332, 2011. Potency, µM (top dose mostly 102 µM), for inactives: at the top dose activity, negative = inhibition, hits mostly inhibitors; further: potency means the concentration at half of the fitted maximal effect; on the % scale 0 is the no-effect control and ±100 the full control effect; nearly all actives have a fitted effect of over 75% in size
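Compounds were preincubated with 20 nM G9a for 15 min, after which biotinylated H3K9 peptide (500 nM) and SAM (20 uM) started a 2 h room-temperature reaction. Monomethylated product was quantified by antibody-based AlphaScreen chemiluminescence.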
JMJD2A Tudor: qHTS Assay for Inhibitors of JMJD2A-Tudor Domain; Potency, µM (top dose mostly 114 µM), without a hit: top-dose activity change, negative = inhibition, hits mostly inhibitors; Lysine-specific demethylase 4A (Homo sapiens), O75164; 390,000 compounds, 4.4% hits; AlphaScreen JMJD2A-Tudor / H3K4me3 peptide binding; AID 504339, 2011; further: potency means the concentration at half of the fitted maximal effect; on the % scale 0 is the no-effect control and ±100 the full control effect; nearly all actives have a fitted effect of over 50% in size
GLS inhibitor: qHTS for Inhibitors of Glutaminase (GLS); 410,000 compounds, 0.21% hits; GLS enzymatic activity, qHTS titration; Potency, µM (titrated, usually from 45.5 µM), for the others: at the top dose activity change, negative = inhibition, hits mostly inhibitors; further: potency means the concentration at half of the fitted maximal effect; on the % scale 0 is the no-effect control and ±100 the full control effect
Target sequence (O94925 whole entry, looked up): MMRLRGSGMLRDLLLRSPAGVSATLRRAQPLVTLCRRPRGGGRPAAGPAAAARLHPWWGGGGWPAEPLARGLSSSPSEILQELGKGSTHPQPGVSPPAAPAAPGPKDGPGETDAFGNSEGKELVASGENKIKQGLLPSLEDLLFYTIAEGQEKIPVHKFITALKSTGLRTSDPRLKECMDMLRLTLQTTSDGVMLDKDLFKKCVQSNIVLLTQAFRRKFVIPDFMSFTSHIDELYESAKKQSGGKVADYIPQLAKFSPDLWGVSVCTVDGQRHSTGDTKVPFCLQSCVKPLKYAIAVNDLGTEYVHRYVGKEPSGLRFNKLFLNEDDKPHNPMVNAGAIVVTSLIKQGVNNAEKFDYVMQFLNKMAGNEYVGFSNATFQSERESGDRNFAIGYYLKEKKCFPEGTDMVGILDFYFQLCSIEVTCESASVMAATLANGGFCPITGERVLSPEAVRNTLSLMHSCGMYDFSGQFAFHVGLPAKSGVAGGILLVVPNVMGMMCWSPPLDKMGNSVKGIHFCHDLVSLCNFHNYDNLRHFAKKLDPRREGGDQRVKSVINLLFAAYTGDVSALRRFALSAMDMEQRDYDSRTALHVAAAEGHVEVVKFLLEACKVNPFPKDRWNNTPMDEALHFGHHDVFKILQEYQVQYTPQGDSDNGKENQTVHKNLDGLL
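Compounds were pin-transferred onto hKGA, after which L-glutamine (1 mM solution) and a detection mix of glutamate oxidase, HRP and Amplex Red were added. Initial and 30 min RT fluorescence reads were collected.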
BAZ2B inh: qHTS Assay for Inhibitors of BAZ2B; Potency, µM (highest dose often 114 µM), without a hit: at the top dose activity change, negative = inhibition, most hits filed as inhibitors; 360,000 compounds, 4.4% hits; AlphaScreen BAZ2B-H3K14Ac peptide displacement; AID 504333, 2011; Bromodomain adjacent to zinc finger domain protein 2B (Homo sapiens), Q9UIF8; further: potency means the concentration at half of the fitted maximal effect; on the % scale 0 is the no-effect control and ±100 the full control effect; nearly all actives have a fitted effect of over 60% in size
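BAZ2B 50 nM plus b-H3(5-23)K14Ac 50 nM, PBS pH 7.4/0.01% Tween-20, 30 min RT; compound added (max 110 uM), 30 min RT; streptavidin donor/Ni-chelate acceptor beads 10 ug/mL final, 20 min dark; AlphaScreen read.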
ALOX12 inh: Primary qHTS assay for inhibitors of human arachidonate 12S-lipoxygenase (ALOX12): Round 2; 580,000 compounds, 1.1% hits; Polyunsaturated fatty acid lipoxygenase ALOX12 (Homo sapiens), P18054; purified 12hLO, xylenol orange hydroperoxide absorbance; Potency, µM (top dose mostly 108 µM), inactives show at the top dose activity change, negative = inhibition, most hits filed as inhibitors; further: potency means the concentration at half of the fitted maximal effect; on the % scale 0 is the no-effect control and ±100 the full control effect
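Hydroperoxide product was detected by ferrous iron/xylenol orange as the 573 to 405 nm absorbance ratio. Arachidonic acid at 40 uM (final) was turned over for 30 min at room temperature by 150 nM human 12hLO, pH 7.0 Hepes buffer, after 15 min compound preincubation.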
HP1b binding inh: HTS for Inhibitors of HP1-beta Chromodomain Interactions with Methylated Histone Tails; Chromobox protein homolog 1 (Homo sapiens), P83916; 390,000 compounds, 0.56% hits; Potency, µM (titrated, usually from 114 µM), for the others: top-dose activity change, negative = inhibition, usual class: inhibitors; AlphaScreen HP1-beta / biotin-H3K9me3 peptide binding; further: potency means the concentration at half of the fitted maximal effect; nearly all actives have a fitted effect of over 70% in size; inactives centre near 23
Target sequence (P83916 whole entry, looked up): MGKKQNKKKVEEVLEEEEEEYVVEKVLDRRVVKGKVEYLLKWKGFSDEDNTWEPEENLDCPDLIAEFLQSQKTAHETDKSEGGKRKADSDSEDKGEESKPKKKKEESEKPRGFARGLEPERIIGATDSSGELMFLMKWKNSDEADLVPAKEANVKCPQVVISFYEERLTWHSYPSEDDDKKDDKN
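HP1-beta protein (50 nM final) preincubated 30 min at room temperature with biotinylated H3(1-18)K9me3 peptide (50 nM) in PBS pH 7.4, 0.01% Tween-20, then compound added for 30 min. AlphaScreen streptavidin donor/nickel chelate acceptor beads (10 ug/mL final), 30 min dark, luminescence read.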
Numbers without * were called inactive; i = inactive; u = inconclusive; x = no result given; [ ] = remark or other dose. Unless noted, the call rests on the fitted dose curve; in most records, active means well fitted curve in the direction sought with a large enough effect; inconclusive means small, poorly fitted or top-dose-only effect, or another doubt; inactive means no such curve, though single readings can be large; an effect the other way counts as inactive or inconclusive. These rows are one share of the data (hit frequency here may not be typical).

no.	ERG Ets-DNA blk	PI4K2A block	RGS4 inhibitor	G9a inh	JMJD2A Tudor	GLS inhibitor	BAZ2B inh	ALOX12 inh	HP1b binding inh	SMILES
1	14.7%	-9.4	9.2%	-5.2%	-12.8%	-3.3%	13.1%	35.5%	6.5%	Cc1cc(=O)[nH]c2c1cnn2C(C)c1ccccc1 (stereo unspecified)
2	7.9%	-1.0	-9.8%	-26.3%[59 µM]	-28.5%	1.5%	-6.6%	1.4%	4.1%	CSCCC(NC(=O)c1cncc(Br)c1)C(=O)O (stereo unspecified)
3	-7.9%	-1.0	6.7%	-43.9%[59 µM]	-8.3%	-2.4%	-17.8%	-9.2%	29.7%	CCN(CC(=O)Nc1ccc(NC(C)=O)cc1)C(=O)C(c1ccccc1)c1ccccc1
4	-12.1%	-6.4	17.6%	-17.0%	-20.2%	15.6%	-7.3%	7.5%	-4.2%	COc1cccc2cc(C(C)N(CCCN3CCOCC3)C(=O)Nc3ccc(Cl)cc3)oc12 (stereo unspecified)
5	4.8%	0.1	-8.2%	4.1%	-5.5%	-17.6%	2.3%	-3.2%	51.4%[activator]	COc1ccccc1CC(=O)NCCN1CCCCC1
6	-4.2%	6.0	2.3%	u	-35.5%	0.4%	u	-37.9%	-26.9%	O=C(CSc1nnc(-c2ccccc2)c(-c2ccccc2)n1)Nc1ccccc1Cl
7	-4.8%	0.9	24.0%	-9.5%	-1.0%	6.6%	-5.5%	-8.0%	19.7%	Nc1nnc(Sc2ccc(Cl)cc2[N+](=O)[O-])s1
8	1.8%	-0.3	1.3%	-42.7%	-20.4%	4.6%	u	-6.7%	11.4%	CCOc1ccc(S(=O)(=O)Nc2ccc(C(=O)NCC(c3ccco3)N(C)C)cc2)cc1 (stereo unspecified)
9	1.6%	6.1	-17.5%	-3.9%[59 µM]	22.2%	2.9%	x	-12.6%	15.4%	COc1ccc(-c2nnc(SCC(=O)N(Cc3ccccc3)C(C)(C)C)o2)cc1OC
10	-3.6%	1.3	-16.6%	6.8%[59 µM]	2.3%	1.1%	5.2%	4.0%	25.2%[57 µM]	COc1ccccc1CNC(=O)C(=O)NCC(c1ccc2c(c1)OCO2)N1CCOCC1 (stereo unspecified)
11	-3.3%	-0.3	-8.1%	x	-19.9%	3.2%	x	0.4%	9.4%	O=C(Nc1ccc(NS(=O)(=O)c2ccccc2)cc1)c1ccccc1Cl
12	4.3%	-2.3	-26.8%	x	-21.1%	8.3%	-10.0%	-12.2%	-4.3%	CCCC(=O)NC(=S)Nc1cccc(NC(=O)c2ccccc2)c1
13	0.1%	0.6	14.4%	3.3%[59 µM]	-16.6%	10.5%	-11.6%	-14.5%	26.3%	Cc1ccc(-c2nc3cc(Cl)ccc3o2)cc1NC(=O)COc1ccc(F)cc1
14	0.4%	3.4	7.8%	-0.1%[59 µM]	-32.5%	4.6%	-8.4%	u	10.3%	CS(=O)(=O)Nc1ccc(C2=NN(C(=O)C3CCCCC3)C(c3cccs3)C2)cc1 (stereo unspecified)
15	1.8%	1.2	-18.9%	u	-23.8%	2.7%	-0.4%	13.7%	16.0%	CN(C)S(=O)(=O)c1cccc(NC(=S)NCc2ccc3c(c2)OCO3)c1
16	12.5%	-2.6	9.4%	u	-29.5%	-1.9%	-35.2%	u	9.4%	CC(Cc1c[nH]c2ccccc12)C(=O)N1CCN(c2ccccc2F)CC1 (stereo unspecified)
17	x	3.0	1.6%	u	-13.8%	-0.5%	1.1%	-22.4%	7.9%	COC(=O)c1[nH]c2ccc(F)cc2c1NS(=O)(=O)c1ccc(F)c(C)c1
18	-4.6%	-1.9	-10.9%	25.1%[59 µM]	7.5%	11.3%	-6.3%	13.9%	34.7%	CC(CCc1ccccc1)NC(=O)c1ccc(Br)cc1 (stereo unspecified)
19	-0.6%	1.5	-16.9%	-33.4%	-8.6%	2.7%	-25.2%	0.0%	28.0%	CCCOc1ccc(C(=O)NCc2ccco2)cc1
20	-0.3%	4.0	6.6%	0.5%	-6.8%	-3.5%	-21.9%	i	19.5%	COc1ccc(CCNC(=O)C/C(C)=N/NC(=O)C(c2ccccc2)c2ccccc2)cc1OC
21	-0.2%	-7.6	0.4%	u	-5.9%	-11.1%	-26.0%	u	-0.5%	COc1c(Cl)cccc1-c1cn2ccc(C)cc2n1
22	-8.4%	3.3	-11.9%	-7.9%[2.33 µM]	6.1%	-6.9%	16.7%	-4.5%	44.9%[activator]	O=C(NCCc1ccccc1)c1ccc2c(c1)S(=O)(=O)N=C1CCCCCN12
23	-6.8%	-6.2	23.4%	x	-6.9%	3.1%	x	-2.0%	9.4%[57 µM]	CC1CCCC(C)N1C(=O)COC(=O)c1ccccc1O (stereo unspecified)
24	-8.4%	-0.8	u	-11.1%[59 µM]	-27.0%	0.2%	-2.9%	u	22.2%	CNC(=S)N1N=C(c2ccc(Br)cc2)CC1c1ccc(Br)cc1 (stereo unspecified)
25	-0.6%	-3.3	19.6%	-120.0%[59 µM]	-6.6%	-22.4%	-10.1%	38.1%	17.6%	O=C(NNc1c(Cl)cccc1Cl)C1CCC1
26	-7.5%	-10.8	2.8%	-54.7%	-11.3%	3.3%	20.1%	1.8%	47.3%[activator]	CC(C)Cn1c(=O)c2ccccc2n2c(CCC(=O)NC3CCN(Cc4ccccc4)CC3)nnc12
27	-1.6%	-1.3	-5.6%	-19.1%	2.7%	-3.7%	-6.9%	i	49.9%[activator]	Cn1c(-c2ccccc2[N+](=O)[O-])[n+](C)c2ccccc21
28	4.0%	-4.1	-20.9%	12.7%[59 µM]	-9.7%	1.7%	-2.3%	-21.5%	32.2%	Cc1cccc2cc(C#N)c(SCC(=O)NCc3cccs3)nc12
29	-2.3%	3.4	-8.3%	-6.5%[59 µM]	9.9%	-2.1%	6.3%	0.0%	44.8%[activator]	COc1cccc(N2C(=O)C3C(C2=O)C2C=CC3C23CC3)c1 (stereo unspecified)
30	2.8%	1.2	16.3%	x	-9.1%	10.6%	x	13.6%	33.2%	CCCCN(C(=O)c1cccc(S(=O)(=O)N(CC)c2ccccc2)c1)c1c(N)n(CCCC)c(=O)[nH]c1=O
31	-1.2%	1.9	-10.8%	-13.1%[59 µM]	-14.5%	-6.7%	-16.5%	-6.5%	26.5%	COc1cc(NC(=O)c2ccc(-n3cnc4cccnc43)cc2)cc(OC)c1
32	6.5%	-6.9	1.9%	50.1µM*	-28.1%	-8.6%	u	-15.1%	13.8%	O=C1NC(=O)C2C1C(c1cccs1)NN2Cc1ccccc1 (stereo unspecified)
33	0.8%	-16.5	-7.5%	18.1%	3.8%	-2.1%	14.6%	u	55.0%[activator]	CC1(C)CN(c2cccc(Br)c2)C1=O
34	-4.3%	4.7	32.4%	-42.0%[59 µM]	-30.5%	-13.4%	u	0.0%	-1.3%	CC(=O)N1CCc2c(sc3c2c(=O)n(Cc2ccccc2)c(=O)n3Cc2ccccc2F)C1
35	-9.1%	0.6	-14.3%	9.1%[12.7 µM]	-7.5%	0.1%	-0.6%	4.2%	39.9%[activator]	O=C1c2ccccc2C(=O)N1CSc1nnnn1-c1ccccc1
36	8.6%	-2.3	-0.8%	-7.2%[59 µM]	-5.9%	2.8%	-15.1%	u	44.9%[activator]	CC(=O)Nc1cccc(NC(=O)CSc2cn(CC(=O)N3CCCC3)c3ccccc23)c1
37	-6.3%	-3.7	-16.1%	10.3%	0.0%	-5.5%	14.7%	-0.8%	44.5%[activator]	CCOc1ccc(N(CC(=O)N/N=C/c2cccnc2)S(C)(=O)=O)cc1
38	5.9%	-2.3	16.0%	u	-12.5%	8.0%	-3.9%	18.5%	72.1%[activator]	Cc1ccc(C(=O)NC2CCN(S(=O)(=O)c3ccc(F)cc3)CC2)cc1
39	9.9%	0.3	-14.4%	3.6%[0.501 µM]	u	8.5%	-29.7%	-23.4%	-9.8%	COc1ccccc1NS(=O)(=O)c1cc(NC(=O)CCNC(C)=O)ccc1N1CCCCC1
40	-6.6%	-1.5	-12.1%	10.2%	-18.1%	-2.6%	-2.5%	-8.9%	22.0%	O=C(c1ccc(=O)[nH]c1)N1CCN(S(=O)(=O)c2ccccc2)CC1

Filtered by structure: the entries above with a nitro group on carbon (two)
no.	ERG Ets-DNA blk	PI4K2A block	RGS4 inhibitor	G9a inh	JMJD2A Tudor	GLS inhibitor	BAZ2B inh	ALOX12 inh	HP1b binding inh	SMILES
7	-4.8%	0.9	24.0%	-9.5%	-1.0%	6.6%	-5.5%	-8.0%	19.7%	Nc1nnc(Sc2ccc(Cl)cc2[N+](=O)[O-])s1
27	-1.6%	-1.3	-5.6%	-19.1%	2.7%	-3.7%	-6.9%	i	49.9%[activator]	Cn1c(-c2ccccc2[N+](=O)[O-])[n+](C)c2ccccc21
